MITF inh – blocks human microphthalmia-associated transcription factor; O75030; AlphaScreen MITF homodimerization, bead proximity signal; inhibition, % at 2.6 µM; actives 0.91% (n = 650,000); AID 1259374; in the data active = inhibition above about 50%;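 also: 0% = vehicle wells with protein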
Target sequence (O75030 whole entry, looked up): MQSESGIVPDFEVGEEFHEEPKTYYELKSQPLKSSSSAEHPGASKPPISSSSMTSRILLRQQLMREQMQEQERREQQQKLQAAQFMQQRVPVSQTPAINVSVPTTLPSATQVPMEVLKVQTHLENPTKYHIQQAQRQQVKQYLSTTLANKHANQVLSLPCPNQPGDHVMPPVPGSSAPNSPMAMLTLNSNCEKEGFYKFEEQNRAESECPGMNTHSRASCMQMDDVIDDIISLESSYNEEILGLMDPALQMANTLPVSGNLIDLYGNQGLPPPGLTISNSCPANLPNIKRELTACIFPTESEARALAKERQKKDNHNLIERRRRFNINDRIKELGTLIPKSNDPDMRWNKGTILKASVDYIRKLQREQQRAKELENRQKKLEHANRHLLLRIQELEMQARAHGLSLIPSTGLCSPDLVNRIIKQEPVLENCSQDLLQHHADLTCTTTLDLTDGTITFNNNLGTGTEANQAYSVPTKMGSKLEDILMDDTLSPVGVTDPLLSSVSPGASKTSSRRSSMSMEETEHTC
FBW7 activator – human FBW7 E3 ligase activation, primary screen. Q969H0. AlphaScreen FBW7–phospho-cyclin E peptide binding, activator screen. normalized activity (activation), % at 26.1 µM. actives 0.13% (n = 650,000). AID 1259310; in the data active = normalized activity above about 1.9%;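 also: purified mutant Fbw7 with reduced substrate affinity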
GPR151 activ – human GPR151 activation. Q8TDV0. AID 1508602. PathHunter beta-arrestin GPR151 cells, luminescence. actives 1% (n = 650,000). activation, % at 11.2 µM; in the data active = activation above about 4.9%;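 also: 0% = median of compound wells and 100% = cells with positive control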
Target sequence (Q8TDV0 whole entry, looked up): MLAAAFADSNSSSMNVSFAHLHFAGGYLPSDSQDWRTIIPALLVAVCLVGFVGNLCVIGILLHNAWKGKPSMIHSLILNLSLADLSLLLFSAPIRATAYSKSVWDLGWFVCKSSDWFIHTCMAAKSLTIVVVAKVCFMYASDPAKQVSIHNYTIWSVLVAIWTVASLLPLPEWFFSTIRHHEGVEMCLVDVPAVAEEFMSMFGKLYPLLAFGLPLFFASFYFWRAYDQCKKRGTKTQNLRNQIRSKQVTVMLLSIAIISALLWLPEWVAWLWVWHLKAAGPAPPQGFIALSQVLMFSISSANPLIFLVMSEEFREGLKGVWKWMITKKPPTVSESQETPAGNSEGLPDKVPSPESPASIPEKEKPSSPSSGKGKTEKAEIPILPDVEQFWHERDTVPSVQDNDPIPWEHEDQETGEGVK
TEAD-YAP inh – TEAD-YAP interaction inhibition; actives 1.4% (n = 640,000); AID 1259422; inhibition, % at 9.12 µM; HEK-TIYL cells, TEAD-Gal4/YAP UAS-luciferase luminescence; in the data active = inhibition above about 32%;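 also: 0% = median of test compound wells and 100% = reference inhibitor wells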
* hit, by the source's call.

SMILES	MITF inh	FBW7 activator	GPR151 activ	TEAD-YAP inh
Cc1cc2cc(CNC(=O)Cc3ccccc3)ccc2n1C	-2	-0.1	0.4	-1
CCCOC(=O)C1=C(C)NC2=C(C(=O)CCC2)C1c1ccccc1OCc1ccccc1 (stereo unspecified)	-7	-0.2	-0.6	-10
CC(C)(C)N/N=C/c1ccc(O)c(O)c1O	50	0.1	1.0	15
CCOC(=O)c1cnc2c(C)cc(Cl)cc2c1NCc1cccnc1	7	0.2	-1.0	12
CSc1ccccc1NC(=O)C(C)NS(=O)(=O)c1ccc(Cl)cc1 (stereo unspecified)	-14	0.0	-0.5	-2
CCCCc1ccc(-c2nc(-c3ccncc3)no2)cc1	-6	1.3	-0.8	-24
COC(=O)CSc1nc2sc3c(c2c(=O)n1-c1ccccc1)CCC(C(C)(C)C)C3 (stereo unspecified)	9	0.2	0.2	4
CC(C)c1nc2ccccc2c2nn(CC(=O)N3CCOCC3)c(=O)n12	5	0.3	1.3	0
COC(=O)CSc1nnc(-c2ccc(C(C)(C)C)cc2)o1	1	-0.1	-0.5	66*
COc1ccc(C(=O)Nc2ccc3nc(N4CCN(c5ncccn5)CC4)cc(C)c3c2)cc1[N+](=O)[O-]	0	-0.1	-0.7	-6
COc1ccc(CN2CCN(Cc3cccc(O)c3)CC2CCO)c(C)c1C (stereo unspecified)	2	-0.1	2.6	-1
CCCSCCCNC(=O)Cn1c2ccccc2c2nc(=O)cc(C)n21	8	0.0	0.4	4
CCc1ccc(C(=O)COC(=O)C(CCSC)NC(=O)c2ccccc2)cc1 (stereo unspecified)	2	-0.1	0.6	13
CC1=NN(c2ccccc2)C(=O)/C1=C\c1ccc(N(C)C)c(Br)c1	14	-0.2	-0.2	9
CCOC(=O)CN(Cc1ccccc1)S(=O)(=O)c1ccc(F)c(C)c1	7	0.1	0.4	5
Cc1noc(C)c1CN1C(=O)C(F)(F)Oc2ccc(F)cc21	15	-0.1	0.8	2
Cc1ccc(NC(=O)c2sc3nc4c(cc3c2N)CCCC4)cc1	1	-0.3	1.0	1
C=CCNC(=O)/C(C#N)=C/c1ccc(OC(F)F)cc1	7	-0.1	-0.5	1
O=C(CSc1nnc2c(n1)[nH]c1ccc(F)cc12)N1CCN(c2ccccc2)CC1	5	0.1	0.4	14
COC(=O)c1ccc(NS(=O)(=O)c2cc(C)ccc2OC)cc1	-3	-0.2	2.3	14
Brc1ccc(CNc2nc3ccccc3n2CCN2CCOCC2)cc1	-16	-0.1	-0.8	-19
COCCCn1c(NC(=O)Nc2cccc(C)c2)c2ccccc2nc1=O	22	0.4	-1.7	15
Cc1cc(C)c2oc(-c3ccc(NC(=O)c4ccc(Br)o4)cc3)nc2c1	14	0.5	0.5	3
Cc1cccc(N2CCN(C(=O)c3ccc(N4CC5CC(C4)c4cccc(=O)n4C5)c(NC(=O)/C=C/c4ccccc4)c3)CC2C)c1 (stereo unspecified)	5	-0.2	0.6	9
Cc1ccccc1C(=O)N(Cc1ccco1)C1CCS(=O)(=O)C1 (stereo unspecified)	-2	-0.2	-0.8	-1
Additional compounds
SMILES	MITF inh	FBW7 activator	GPR151 activ	TEAD-YAP inh
CCCOc1ccc(/C(O)=C2/C(=O)C(=O)N(CCN(C)C)C2c2ccc(C(C)C)cc2)c(C)c1 (stereo unspecified)	-8	-0.1	-1.0	-1
O=C(Cc1ccccc1)Nc1cnn(-c2cccc(C(=O)N[C@@H]3CCc4ccccc43)c2)c1	7	0.0	-1.2	-12
Cc1occc1C(=O)N/N=C/c1ccc(F)c(Br)c1	-20	-0.1	-7.1	-38
O=C1CCCN1CCCNc1cc(N2CCN(Cc3ccc4c(c3)OCO4)CC2)ncn1	6	0.1	-1.4	3
COc1cccc(N(CC(=O)NCCSc2ccc(Cl)cc2)S(C)(=O)=O)c1	-2	-0.1	-0.7	-3
Nc1cccc(-c2nc(NCCOc3ccccc3)c3ncn(-c4ccccc4)c3n2)c1	6	0.1	-1.1	8
O=C(CSCC(=O)Nc1ccccc1Cl)Nc1ccccc1	3	-0.1	1.8	4
COc1ccc(-c2noc(N3CCC(C(=O)NCCCN4CCCC(C)C4)CC3)n2)cc1 (stereo unspecified)	-2	-0.1	0.5	-11
O=C(NCc1nc(-c2ccccc2)no1)N1CCOCC1	-2	0.2	-3.3	-4
CCc1ccc(C2c3[nH]c4ccccc4c3CCN2C(=O)CNC(N)=O)cc1 (stereo unspecified)	-4	-0.1	-0.9	-7
CCCc1ccc2c(N)c(C#N)sc2n1	-1	-0.1	-0.2	-20
CCC12CC3CC(C1)CC(C(/C=N/O)=N/O)(C3)C2	-5	0.0	0.7	-4
O=C(Nc1ccccc1)c1cccc(Br)c1	14	0.0	0.5	-25
CC1CCCCC1NC(=O)c1ccc(N2CCC3(CC2)OCCO3)c([N+](=O)[O-])c1 (stereo unspecified)	1	0.2	0.9	4
CN(Cc1ccccc1)C(=O)CCC1CCN(C(=O)c2ccoc2)CC1	-10	0.0	-0.1	-14
CCN(CC)S(=O)(=O)c1ccc2oc(C(=O)N3CCCC3)c(C)c2c1	12	0.1	-0.3	5
CCCCc1nc2cc(N)c(C)nc2n1Cc1cccc([N+](=O)[O-])c1	3	-0.1	-0.6	5
O=[N+]([O-])c1ccc(Cl)cc1N1CCCC1	22	0.1	0.0	2
O=C(NCCOc1cccc2cccnc12)C1CC1	17	0.2	-0.4	-8
CC1CCC(NC(=O)C(=O)Nc2cccc(F)c2)CC1 (stereo unspecified)	-19	-0.1	-1.3	-32
CCC(NC(=O)Nc1ccccc1C(=O)O)(C(F)(F)F)C(F)(F)F	0	0.0	-0.3	2
CC(=O)Nc1cccc(NC(=O)CSc2ccccn2)c1	-9	-0.1	3.5	-11
CC1Cc2ccccc2N1S(=O)(=O)c1ccc2[nH]c(=O)[nH]c2c1 (stereo unspecified)	10	-0.1	0.8	37*
Cc1ccccc1C(=O)Nc1ccc2nc(SCC(=O)Nc3ccccc3)sc2c1	16	0.7	-0.4	-13
Cc1ccc(Nc2nc3nonc3nc2NNc2ccccc2)cc1Cl	16	0.3	-0.8	-10
Going on with the list:
SMILES	MITF inh	FBW7 activator	GPR151 activ	TEAD-YAP inh
O=C(CCn1c(SCC(=O)NCCc2ccccc2)nc2cc3c(cc2c1=O)OCO3)NCc1ccc2c(c1)OCO2	-7	-0.1	-0.6	3
O=C(CN(c1ccc(Cl)cc1Cl)S(=O)(=O)c1ccccc1)Nc1ccc(Cl)c(Cl)c1	-9	-0.2	-0.1	0
CCN1/C(=C/c2ccc3ccc(C)cc3[n+]2C)Sc2ccccc21	20	-0.5	1.8	90*
O=[N+]([O-])c1ccc(N2CCN(c3ccccc3)CC2)c(S(=O)(=O)N2CCCCC2)c1	13	-0.1	0.6	-4
CN(C(=O)CSc1nnc2ccccn12)c1c(N)n(Cc2ccccc2)c(=O)[nH]c1=O	-5	0.0	-1.8	1
O=C(CSc1nccc(=O)[nH]1)Nc1nccs1	7	0.1	6.5*	-1
Nc1cc(N)nc(SCC(=O)c2ccc(F)cc2)n1	13	-0.1	-0.3	-13
N#C/C(=C\c1ccc([N+](=O)[O-])cc1)c1nc(-c2cc3cc(Br)ccc3oc2=O)cs1	16	0.0	0.0	6
COc1ccc(CCN2CCc3nc4ncccc4cc3C2)cc1	-5	-0.2	1.1	-5
Cc1c(C(=O)NCc2cccs2)oc2ccc(S(=O)(=O)N3CCOCC3)cc12	-5	-0.1	-0.9	-10
COc1ccc(C(=O)CCC(=O)NC2CCCCNC2=O)cc1 (stereo unspecified)	11	0.1	0.9	0
O=C(Nc1ccc(S(=O)(=O)Nc2nccs2)cc1)c1ccc([N+](=O)[O-])cc1Cl	8	0.2	5.2*	-2
C=CCn1c(C)cc(C(=O)CSc2nnc(-c3ccc(OC)c(OC)c3)o2)c1C	9	0.0	1.3	7
Cc1ccc(C(=O)N2CCCC(CNC(=O)C3(c4ccc(Cl)cc4)CC3)C2)s1 (stereo unspecified)	-15	0.0	-0.9	5
C=CCn1c(SCCC#N)nc2sc(CC)cc2c1=O	-1	-0.1	-2.2	-7
COc1cc2cc3c(N)c(C(=O)Nc4ccccc4F)sc3nc2cc1OC	-14	-0.1	0.8	-3
N#Cc1cc([N+](=O)[O-])ccc1NC(=O)COC(=O)C1COc2ccccc2O1 (stereo unspecified)	5	0.4	-0.5	-1
O=C(CN1CCN(C(=O)CSc2ccc(F)cc2)CC1)c1cccs1	80*	0.0	-1.2	-12
O=C1Nc2ccc(Cl)cc2/C1=c1/sc2n(c1=O)CN(c1ccccc1)CN=2	2	0.0	1.8	3
O=c1oc2ccccc2cc1-c1csc(-c2ccc(O)cc2)n1	7	0.1	0.2	-2
COc1ccc(/C=C/C(=O)OCc2ccc([N+](=O)[O-])cc2)cc1OC	8	-0.1	-0.1	1
CCN(c1ccccc1)C1SC(=O)N(c2ccc(F)cc2)C1=O (stereo unspecified)	-8	-0.2	-0.4	-2
CCC(NS(=O)(=O)c1cc(Cl)ccc1OC)C12CC3CC(CC(C3)C1)C2 (stereo unspecified)	10	0.1	0.0	4
O=C(CC1(O)C(=O)Nc2ccccc21)c1cccs1 (stereo unspecified)	5	-0.1	2.2	8
COc1ccc(CCNc2nc(Nc3ccc(C(F)(F)F)cc3)nc3c2ncn3Cc2ccc(C(F)(F)F)cc2)cc1	-15	0.1	-0.3	-6
Further records.
SMILES	MITF inh	FBW7 activator	GPR151 activ	TEAD-YAP inh
CCOC(=O)c1cc(-c2ccccc2)sc1NC(=O)CSc1ncnc2sc(C)c(C)c12	-4	0.3	-0.7	-1
Cc1ccc(OCC(=O)Nc2ccc(Br)c(C)c2)c([N+](=O)[O-])n1	-4	-0.1	1.9	-54
OC(COCc1ccccc1)CN1CCN(Cc2ccccc2)CC1 (stereo unspecified)	-27	0.1	0.4	-4
Cc1ccc(OCC(=O)Nc2ccc(-c3nc4cc(Cl)ccc4o3)cc2)c(C)c1	3	0.1	0.3	-1
COCc1nc(CCn2cnc3ccccc32)no1	13	0.2	1.7	6
O=C(Nc1cccc(Cl)c1)c1ccc(F)c(S(=O)(=O)NCc2ccccc2Cl)c1	13	0.1	0.3	3
Cc1sc(NC(=O)CCCC(=O)O)c(C(N)=O)c1-c1ccccc1	1	-0.1	-0.4	45*
Cc1ccc(CN[C@H]2C[C@H]3C(=O)N[C@@H](Cc4ccc(O)cc4)C(=O)N3C2)cc1F	6	-0.1	0.2	9
C/C(=N\Nc1ccc(S(=O)(=O)Nc2ccc(Cl)cc2)cc1[N+](=O)[O-])c1ccco1	26	-0.2	-1.3	8
O=C(c1cccs1)N1CCN(c2ccc([N+](=O)[O-])c(N3CCCCC3)c2)CC1	14	-0.4	-0.1	11
Cc1cc(NC(=O)C2(c3ccccc3)CCOCC2)sn1	11	0.0	-0.1	-9
Cc1sc2[nH]c(=S)n(C(C)C)c(=O)c2c1C	-5	0.0	1.9	9
NC(=O)c1c(Nc2nc3c(F)cccc3s2)sc2c1CCCC2	-3	-0.1	-0.2	-7
COC(=O)c1ccc(COC(=O)c2cnc(Cl)c(Cl)c2)o1	-5	-0.3	-0.7	-4
Cc1cccc(CC2SC(=Nc3ccc(Br)cc3)NC2=O)c1 (stereo unspecified)	-2	0.0	-0.2	1
O=C(c1cnn2c1NC(c1ccco1)CC2C(F)(F)F)N1CCN(c2ccccc2)CC1 (stereo unspecified)	-3	-0.2	0.6	19
O=C(C1CCCO1)N1CCC(O)(c2ccccn2)CC1 (stereo unspecified)	-6	0.2	-0.9	-4
CCCCOc1ccc(C(=O)N/C(=C\c2ccc(Br)cc2)C(=O)NC2CCCCC2)cc1	-10	0.2	-0.1	-7
COc1ccc(NC(=S)N(Cc2ccccc2)Cc2cccnc2)cc1Cl	4	0.0	1.5	-10
COc1ccccc1NC1OC(=O)c2c1ccc(OC)c2OC (stereo unspecified)	3	0.3	-0.1	2
FC(F)(F)c1ccc(Cn2cnc3c(Nc4ccccc4)nc(Nc4nccc5ccccc45)nc32)cc1	-5	0.1	-2.0	-3
COc1ccc(N(CC(=O)NCc2ccccn2)S(=O)(=O)c2ccccc2)cc1Cl	-6	-0.3	0.7	-3
